PAX8 reporter = inhibitors of PAX8-driven TPO luciferase reporter, primary screen, RMG-I cells, single concentration; SteadyGlo, 24 h; inhibition, % at 12.6 µM; actives 1.2% (n = 360,000); AID 652154, 2013;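 active = mean replicate inhibition at least 60% with every replicate also reaching 60%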;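 also: luciferase light reporting Pax8 driven TPO promoter activity; plate controls were median of neutral control wells for no effect and mitoxantrone controls for full effect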
PglD inh = C. jejuni PglD acetyltransferase inhibitors, primary screen, biochemical, DTNB colorimetric, single point; UDP-N-acetylbacillosamine N-acetyltransferase PglD (Campylobacter jejuni); purified PglD enzyme, DTNB colorimetric CoA detection; inhibition, % at 12.5 µM; actives 0.098% (n = 360,000); AID 602405, 2012; in the data active = inhibition above about 16%, passing the limit was not always enough; also: strong numbers were not always called active
PGC1a acetyl inh = inhibitors of PGC1a acetylation signal, primary screen, cell-based, U2OS, AlphaScreen, inhibitor mode; AID 651687, 2012; inhibition, % at 15.6 µM; actives 0.17% (n = 350,000); AlphaScreen anti-acetyl-lysine; with virally co-expressed GCN5 acetyltransferase;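 active = every replicate shows inhibition of at least 40%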;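 also: 0% = neutral control wells and 100% = positive control wells; some results beyond the cut were filed as inactive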
ERAP1 HTS inh = human ERAP1 aminopeptidase inhibitors, primary screen, biochemical, single point, plate reader. Endoplasmic reticulum aminopeptidase 1 (Homo sapiens), Q9NZ08. recombinant ERAP1, Leu-AMC fluorescence, 60 min. inhibition, % at 10.7 µM. actives 0.15% (n = 340,000);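 active = mean replicate inhibition of at least 30%, or all replicates individually reaching that 30% level; inactive = mean below 30% and not every replicate reaching it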;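 also: 0% = neutral control wells and 100% = L-leucinethiol positive control wells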
Target sequence (Q9NZ08 whole entry, looked up): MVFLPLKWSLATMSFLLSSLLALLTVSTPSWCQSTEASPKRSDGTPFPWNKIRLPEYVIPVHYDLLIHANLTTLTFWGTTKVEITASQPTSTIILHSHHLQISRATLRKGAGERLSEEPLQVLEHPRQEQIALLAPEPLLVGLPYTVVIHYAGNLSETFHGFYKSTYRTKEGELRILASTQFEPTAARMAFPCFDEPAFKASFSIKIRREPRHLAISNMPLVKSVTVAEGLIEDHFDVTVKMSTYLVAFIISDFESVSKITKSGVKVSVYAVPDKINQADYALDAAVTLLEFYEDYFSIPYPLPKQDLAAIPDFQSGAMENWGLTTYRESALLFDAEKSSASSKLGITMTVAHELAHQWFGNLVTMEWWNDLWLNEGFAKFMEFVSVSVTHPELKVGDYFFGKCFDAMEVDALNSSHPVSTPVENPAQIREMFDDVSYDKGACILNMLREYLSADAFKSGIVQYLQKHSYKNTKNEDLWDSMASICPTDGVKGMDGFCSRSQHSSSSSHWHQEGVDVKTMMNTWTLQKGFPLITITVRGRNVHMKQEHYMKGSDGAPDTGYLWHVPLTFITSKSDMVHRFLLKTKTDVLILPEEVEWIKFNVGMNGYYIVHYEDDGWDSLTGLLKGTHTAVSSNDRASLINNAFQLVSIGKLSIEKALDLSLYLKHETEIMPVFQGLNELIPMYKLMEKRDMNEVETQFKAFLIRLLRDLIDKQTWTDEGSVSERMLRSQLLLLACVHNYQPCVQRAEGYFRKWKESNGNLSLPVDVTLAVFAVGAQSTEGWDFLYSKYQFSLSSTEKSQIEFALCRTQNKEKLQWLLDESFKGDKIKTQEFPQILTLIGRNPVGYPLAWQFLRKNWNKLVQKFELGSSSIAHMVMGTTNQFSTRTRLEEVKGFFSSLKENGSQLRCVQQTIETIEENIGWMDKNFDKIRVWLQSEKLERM
S100A4 inh HTS = inhibitors of S100A4-myosin IIA peptide binding, primary screen, biochemical, fluorescence polarization, TAMRA-MyoIIA peptide; actives 0.14% (n = 360,000); inhibition, % at 10.7 µM; AID 652163, 2013; Protein S100-A4 (Homo sapiens), P26447;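 active = mean inhibition of at least 70% across replicates, with every replicate also reaching that level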
Target sequence (P26447 whole entry, looked up): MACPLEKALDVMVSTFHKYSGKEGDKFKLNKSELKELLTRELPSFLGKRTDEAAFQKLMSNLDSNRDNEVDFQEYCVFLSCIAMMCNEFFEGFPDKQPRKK
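Assay system: human S100A4 monomer with TAMRA-labelled myosin IIA peptide / Buffer or medium: Calcium-containing HEPES buffer, pH 7.2 / Reagent: TAMRA-labelled myosin IIA heavy-chain peptide probe, 5 nM / Compound: one dose per compound / Timing: polarization read 5 min after assay mix addition, stable 5–60 min / Benchmarks: neutral control DMSO, positive control TFP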
EWS-Fli block = EWS/Fli-driven NR0B1 reporter inhibitors, primary screen, A673 cells, NR0B1 luciferase, luminescence, MLPCN library; viability-normalised; AID 651661, 2012; inhibition, % at 12.6 µM; actives 0.67% (n = 350,000);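 active = mean inhibition of at least 50% after viability correction, with every replicate also passing that limit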;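 also: firefly luciferase signal divided by Alamar Blue viability fluorescence both relative to DMSO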
FN deposit inh = inhibitors of fibronectin matrix deposition, primary screen, AH1F cells, Alexa488-fibronectin fluorescence, plate reader | AH1F fibroblasts, overnight | inhibition, % at 12.6 µM | actives 0.086% (n = 350,000) | AID 743247, 2014;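 active = mean inhibition across replicates of 30% or more, regardless of how many single replicates reach that level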;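 also: positive control wells lacked labelled fibronectin entirely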
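Material: AH1F fibroblast monolayer depositing Alexa488-labelled fibronectin into matrix | Input: 10000 AH1F cells/well | Medium: DMEM plus 2% serum, read in PBS | Reagent: Alexa488-fibronectin, 24 nM final in well | Compound dosing: One dose per compound, pinned | Schedule: 1 h adhesion, overnight exposure | Measured by: Fluorescence at 485 nm excitation, 525 nm emission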
LGR2 inh = inhibitors of bursicon-induced LGR2 CRE-luciferase signal, primary screen, cell-based, HEK293, CRE-luciferase reporter, bursicon stimulation; AID 720647, 2013; inhibition, % at 9.99 µM; Drosophila bursicon receptor LGR2 (rickets); actives 0.35% (n = 380,000); bursicon-stimulated, 4 h;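 active = drop in luminescence signal, shown as inhibition above about 50% in the replicate tests, limit read from the data, passing the limit was not always enough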;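 also: agonist challenge used bursicon conditioned medium at about half maximal strength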
* = called active by the depositor; / = no result given; & = joins results of further samples.

[1] CCN(CC)c1ccc(NC(=O)c2ccccc2OCC(=O)OC)cc1
[2] COc1ccc(-c2ccc3c(c2)S(=O)(=O)c2cccc(C(=O)N4CCN(C5CCCCC5)CC4)c2C3=O)cc1OC
[3] O=C(CSc1ccc(Cl)cc1)NC(=O)c1ccccc1
[4] O=C(N[C@@H]1CC[C@@H](CCNS(=O)(=O)c2ccc(Cl)cc2)O[C@H]1CO)c1cccnc1
[5] N#Cc1cc2ccccc2nc1SCc1ccccn1
[6] O=C(NCN1CCc2ccccc2C1)c1cnccn1
[7] CCN(C[C@H]1N[C@@](CC)(C(=O)OC)[C@H]2C(=O)N(C)C(=O)[C@@H]12)S(=O)(=O)c1ccc(C(C)(C)C)cc1
[8] CCOC(=O)C1CCN(C(=O)c2cc3cc(Cl)ccc3[nH]2)CC1

Assay by compound	1	2	3	4	5	6	7	8
PAX8 reporter	-15.5	22.0	-7.2	-0.2	/	/	-4.6	-10.0
PglD inh	/	-3.9	1.8	1.4	-0.6	-1.1	-3.3	-10.2
PGC1a acetyl inh	0.5	/	/	-0.2	2.8	5.3	-1.8	4.4
ERAP1 HTS inh	13.6	1.7	-2.1	3.4	/	-7.0	-4.8	-2.1
S100A4 inh HTS	-3.3	-12.0	-2.7	-6.3	/	-0.6	-1.7	-1.4
EWS-Fli block	-6.0	16.2	2.6	1.0	/	14.5	5.1	-15.9
FN deposit inh	-3.3	11.6	1.7	/	-11.1	/	4.9	4.8
LGR2 inh	-11.5	-33.6	-2.2	-2.5	-8.4	-2.5	-2.4	-23.4

[9] CCN1C(=O)NC(c2ccc(Cl)cc2)C2=C1CCCC2=O (stereo unspecified)
[10] COc1ccccc1NOC(=O)CCOc1ccccc1
[11] O=C1CCN(C(=O)Nc2ccccc2)N1
[12] O=C(NCCOc1cccc2cccnc12)c1cccs1
[13] CCc1ccc(NC(=O)C2C3CCC(O3)C2C(=O)O)cc1 (stereo unspecified)
[14] O=C(NCc1ccc(F)cc1)C1CCCN(S(=O)(=O)c2ccc(Br)s2)C1 (stereo unspecified)
[15] CS(=O)(=O)c1ccc(S(=O)(=O)N2CCC(CO)(CCCc3ccccc3)CC2)cc1
[16] CN1c2ccc(C#Cc3cccnc3)cc2[C@@H]2[C@@H](CCN2S(=O)(=O)c2cccc(F)c2)[C@@H]1CO

Assay by compound	9	10	11	12	13	14	15	16
PAX8 reporter	-10.4	-40.2	0.9	-25.2	-23.1	19.5	17.8	10.9
PglD inh	-2.0	-7.8	-5.2	3.5	1.0	1.7	0.5	0.1
PGC1a acetyl inh	-0.7	-3.9	-11.4	/	/	/	/	-5.5
ERAP1 HTS inh	-8.2	-6.1	/	0.0	-1.8	-2.1	-1.6	-0.8
S100A4 inh HTS	0.1	-13.2	/	-2.7	-2.9	9.6	-1.3	19.3
EWS-Fli block	3.1	-35.8	/	-23.8	-10.1	14.9	7.6	19.3
FN deposit inh	-1.2	/	-19.7	10.3	-6.5	-15.0	0.4	-8.8
LGR2 inh	33.1	-23.7	/	7.9	5.4	-6.7	1.9	1.6

[17] O=C(Nc1ccc(Br)cc1)C1Cc2ccccc2O/C1=N\O (stereo unspecified)
[18] C[C@H](CO)N1C[C@H](C)[C@H](CN(C)CC2CCCCC2)Oc2c(NC(=O)Nc3ccccc3)cccc2C1=O
[19] CCC(=O)Nc1ccc2c(c1)C(=O)N(C)[C@H]1CC[C@@H](CC(=O)NCc3ccc(OC)cc3)O[C@H]1CO2
[20] Nc1ncnc2c1ncn2[C@@H]1O[C@H](C(=O)Nc2ccc(C(=O)N3CCCCC3)cc2)[C@@H](O)[C@H]1O
[21] Cc1ccc(S(=O)(=O)N(C)C[C@@H]2OCCCC[C@@H](C)Oc3ccc(NC(=O)c4ccccc4)cc3C(=O)N([C@@H](C)CO)C[C@H]2C)cc1
[22] COc1ccc(CC(O)CC2c3c(cc4c(c3OC)OCO4)CCN2C)cc1 (stereo unspecified)
[23] O=[N+]([O-])c1ccccc1S(=O)(=O)Nc1ccc(-c2ccc(N3CCOCC3)nn2)cc1
[24] CCOc1ccc(S(=O)(=O)N(CC)CC)cc1NC(=O)c1ccc(N2CCCC2=O)cc1

Assay by compound	17	18	19	20	21	22	23	24
PAX8 reporter	-99.4	15.2	7.9	12.0	-2.2	6.9	-41.5	-10.8
PglD inh	4.1	1.6	-1.4	0.2	1.7	2.5	5.6	3.0
PGC1a acetyl inh	-5.9	/	9.3	0.9	-14.3	-1.0	0.8	/
ERAP1 HTS inh	-1.1	1.3	1.3	0.1	1.9	-5.0	0.6	0.7
S100A4 inh HTS	-5.3	-5.0	-3.1	-1.4	-0.3	-3.8	-2.4	-3.2
EWS-Fli block	-49.3	23.1	5.3	5.4	2.5	8.6	-19.2	8.5
FN deposit inh	-1.8	/	-24.3	4.7	-12.1	3.9	/	0.8
LGR2 inh	-80.8	10.2	1.2	-10.3	-18.6	-4.1	-12.1	9.6

Just LGR2 inh and PAX8 reporter, for 4 of the compounds above:
| # | Compound | LGR2 inh | PAX8 reporter |
| --- | --- | --- | --- |
| 24 | CCOc1ccc(S(=O)(=O)N(CC)CC)cc1NC(=O)c1ccc(N2CCCC2=O)cc1 | 9.6 | -10.8 |
| 23 | O=[N+]([O-])c1ccccc1S(=O)(=O)Nc1ccc(-c2ccc(N3CCOCC3)nn2)cc1 | -12.1 | -41.5 |
| 19 | CCC(=O)Nc1ccc2c(c1)C(=O)N(C)[C@H]1CC[C@@H](CC(=O)NCc3ccc(OC)cc3)O[C@H]1CO2 | 1.2 | 7.9 |
| 17 | O=C(Nc1ccc(Br)cc1)C1Cc2ccccc2O/C1=N\O (stereo unspecified) | -80.8 | -99.4 |

Additional compounds.
[25] COc1cccc(-c2ccc(C3[C@H]4CNC[C@@H]3N4C(=O)Nc3ccc4c(c3)OCO4)cc2)c1 (stereo partly specified)
[26] O=C(N/N=C/c1ccc(Br)s1)Nc1ccccc1
[27] CCC(C)(C)C1CCC2(CC1)NC(=O)N(CC(=O)NC(C)CCc1ccccc1)C2=O (stereo unspecified)
[28] COc1cc(C(=O)ON=C2C3CC4CC(C3)CC2C4)cc(OC)c1OC
[29] N#C[C@H]1[C@H](c2ccccc2-c2ccccc2F)[C@H](CO)N1C(=O)C1CC1
[30] COCC(=O)N(C)C[C@@H]1Oc2ncc(C#Cc3ccc(OC)cc3)cc2C(=O)N([C@H](C)CO)C[C@H]1C
[31] O=C(CC1CC1)N[C@H]1CC[C@H](CCNS(=O)(=O)c2ccc(Cl)cc2)O[C@H]1CO
[32] CCOc1cccc2sc(N(CCN(CC)CC)C(=O)c3ccc(S(=O)(=O)N4CCCC4)cc3)nc12

Assay by compound	25	26	27	28	29	30	31	32
PAX8 reporter	-10.7	-101.0	10.7	-2.6	-1.0	/	4.3	14.3
PglD inh	/	3.8	-0.6	5.0	/	3.3	-0.6	1.8
PGC1a acetyl inh	-5.7	/	/	3.1	3.7	3.7	53.2*	/
ERAP1 HTS inh	-0.6	/	4.3	-1.7	1.6	-2.7	-2.0	-2.8
S100A4 inh HTS	-16.6	-3.9	-2.0	-6.1	-6.5	-16.0	11.1	-5.5
EWS-Fli block	-78.3	-45.1	9.5	33.3	4.4	-5.7	-1.5	/
FN deposit inh	-4.5&-7.4	2.2	-7.7	/	-6.3	/	-12.5	/
LGR2 inh	-16.0&-13.0	-48.9	-5.9	7.6	0.0	6.0	-11.6	5.7

[33] COc1ccccc1S(=O)(=O)N[C@@H]1C=C[C@@H](CC(=O)N2CCOCC2)O[C@H]1CO
[34] CCc1cc(C(=O)O)c(NC(=O)c2cc(OC)c(OC)c(OC)c2)s1
[35] COc1ccc(-c2csc(N(CCCN(C)C)C(=O)c3ccc(F)cc3)n2)cc1
[36] Cc1noc(C)c1NC(=O)Nc1ccc2c(c1)C(=O)N([C@@H](C)CO)C[C@@H](C)[C@@H](CN(C)C(=O)Nc1ccc(F)cc1)OCCCC[C@@H](C)O2
[37] O=C(CCSc1nc2ccccc2o1)Nc1ccccc1
[38] Cc1ccccc1NC(=O)CSc1nccn1Cc1ccco1
[39] CCOC(=O)C1=C(COC(=O)/C=C/c2cccc(Cl)c2)NC(=O)NC1C (stereo unspecified)
[40] O=C(Cn1c(=O)cnc2ccccc21)N1CCN(S(=O)(=O)c2cccc([N+](=O)[O-])c2)CC1

Assay by compound	33	34	35	36	37	38	39	40
PAX8 reporter	-7.5	-25.5	-14.2	15.9	-12.3	-29.8	/	2.6
PglD inh	6.3	/	3.2	-1.8	/	3.1	-0.3	/
PGC1a acetyl inh	-2.5	0.9	0.1	-0.6	/	/	6.3	/
ERAP1 HTS inh	5.7	9.9	0.0	-10.4	-0.4	0.8	2.1	0.2
S100A4 inh HTS	2.5	1.1	-2.9	-2.7	-1.0	-4.0	-1.8	-7.8
EWS-Fli block	-3.2	-4.2	-6.3	-2.9	15.7	-9.3	1.1	-1.1
FN deposit inh	-4.9	-0.9	1.9	-3.4	4.6	-15.4	4.6	-6.5
LGR2 inh	-1.5	-2.9	5.7	1.0	-2.4	1.8	-2.1	6.9

[41] CN(C)/C(CN1CCOCC1)=C1\N=C(c2ccccc2)OC1=O
[42] Cc1ccc(NC(=O)CCS(=O)(=O)c2ccccc2)cc1S(=O)(=O)N1CCCCCC1
[43] O=C(O)CCc1ccc(-c2ccc(Br)cc2)n1-c1cccc(O)c1
[44] CCCC(C(=O)NCc1ccccc1)N(C(=O)Cn1nnc(-c2cccs2)n1)c1ccc2c(c1)OCCO2 (stereo unspecified)
[45] O=C(Nc1ccccc1C(=O)NCC1CCCO1)c1ccccc1F (stereo unspecified)
[46] COc1cc(C(=S)N2CCOCC2)ccc1OC(=O)c1cc(OC)c(OC)c(OC)c1
[47] COc1cccc(-c2ccc([C@H]3[C@@H](CO)N4CCCCN(S(=O)(=O)c5cccs5)C[C@@H]34)cc2)c1

Assay by compound	41	42	43	44	45	46	47
PAX8 reporter	/	17.4	10.4	12.8	-7.1	-11.7	2.0
PglD inh	-1.6	3.0	0.9	-1.1	-2.8	-5.1	1.6
PGC1a acetyl inh	4.8	/	-0.8	8.2	1.2	/	-17.4
ERAP1 HTS inh	7.9	-1.8	0.5	/	1.1	-2.1	-2.1
S100A4 inh HTS	-0.6	-8.4	-0.8	/	-4.2	-3.7	1.5
EWS-Fli block	-6.9	10.2	-1.9	/	5.8	11.1	5.0
FN deposit inh	/	-15.4	-7.7	-4.0	1.6	0.7	/
LGR2 inh	-10.7	5.0	-1.9	/	-22.1	2.1	29.7

Three structures from above, sorted by formula weight, high to low.
[44] CCCC(C(=O)NCc1ccccc1)N(C(=O)Cn1nnc(-c2cccs2)n1)c1ccc2c(c1)OCCO2 (stereo unspecified)
[42] Cc1ccc(NC(=O)CCS(=O)(=O)c2ccccc2)cc1S(=O)(=O)N1CCCCCC1
[45] O=C(Nc1ccccc1C(=O)NCC1CCCO1)c1ccccc1F (stereo unspecified)

Assay by compound	44	42	45
PAX8 reporter	12.8	17.4	-7.1
PglD inh	-1.1	3.0	-2.8
PGC1a acetyl inh	8.2	/	1.2
ERAP1 HTS inh	/	-1.8	1.1
S100A4 inh HTS	/	-8.4	-4.2
EWS-Fli block	/	10.2	5.8
FN deposit inh	-4.0	-15.4	1.6
LGR2 inh	/	5.0	-22.1

Compound activity: PubChem BioAssay, Broad Institute
